PTHR1 ag: agonists of human PTHR1 parathyroid hormone receptor; Q03431; HEK293 GP2 PTHR1 cells, GloSensor cAMP luminescence, 1 h; Potency, µM (titrated, usually from 115 µM), for the others: top-dose activation, most hits filed as activators; 410,000 compounds, 0.075% hits; AID 743266; also: potency is read from the fitted curve at half-maximal effect; nearly all actives have a fitted effect of over 55% in size; some results filed as inactive show a strong effect at the top dose; inactives centre near -15; many of its hits are not listed in these tables
Target sequence (Q03431 whole entry, looked up): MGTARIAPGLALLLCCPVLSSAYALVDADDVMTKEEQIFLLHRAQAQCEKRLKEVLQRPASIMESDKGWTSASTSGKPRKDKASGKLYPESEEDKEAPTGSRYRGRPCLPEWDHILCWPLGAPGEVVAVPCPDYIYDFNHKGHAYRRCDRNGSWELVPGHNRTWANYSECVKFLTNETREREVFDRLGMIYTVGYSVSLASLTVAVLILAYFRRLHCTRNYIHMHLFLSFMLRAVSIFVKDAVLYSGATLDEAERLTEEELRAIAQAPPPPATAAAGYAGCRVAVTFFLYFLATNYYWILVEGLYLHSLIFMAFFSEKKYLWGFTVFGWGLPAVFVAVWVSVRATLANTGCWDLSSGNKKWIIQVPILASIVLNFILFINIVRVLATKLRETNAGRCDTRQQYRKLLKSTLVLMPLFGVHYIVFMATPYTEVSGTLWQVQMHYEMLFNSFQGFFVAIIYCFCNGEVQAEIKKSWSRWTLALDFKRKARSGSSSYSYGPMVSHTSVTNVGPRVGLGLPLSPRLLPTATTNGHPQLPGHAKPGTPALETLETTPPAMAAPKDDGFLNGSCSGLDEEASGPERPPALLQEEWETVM
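HEK-293-derived GP2 cells expressing PTHR1 and a GloSensor cAMP reporter, 3,000/well, plated overnight, given luciferin plus IBMX (each 0.5 mM as added) for 1 h at 37 °C, then compound for 1 h at 37 °C. Luminescence was read after 15 min at room temperature.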
Abeta rescue: restores growth of yeast expressing A-beta42 peptide; yeast expressing A-beta42, growth rescue, OD600, 48 h; response scale: 0% DMSO, 100% iron-clioquinol control; Potency, µM (titrated, usually from 46.1 µM), for the others: at the top dose growth rescue, actives largely listed as activators; 410,000 compounds, 0.063% hits; also: potency is read from the fitted curve at half-maximal effect; nearly all actives have a fitted effect of over 55% in size
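Growth rescue measured by 600 nm absorbance after 48 h yeast culture at 30 C with compound. Values normalized between DMSO and an equimolar ferric chloride plus clioquinol control.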
D3 antag: D3 dopamine receptor (human) antagonism. P35462. AID 652054. 360,000 compounds, 2.5% hits. D3R cells, DiscoveRx beta-arrestin luminescence, antagonist mode; hits give low values. max response, negative = inhibition, %; in the data active = max response below about -50%; inconclusive = no clear call, values can overlap the other calls; also: % is scaled to controls: 0 for no effect and ±100 for the full control effect; mostly tested at two doses, the higher about 12 µM
Target sequence (P35462 whole entry, looked up): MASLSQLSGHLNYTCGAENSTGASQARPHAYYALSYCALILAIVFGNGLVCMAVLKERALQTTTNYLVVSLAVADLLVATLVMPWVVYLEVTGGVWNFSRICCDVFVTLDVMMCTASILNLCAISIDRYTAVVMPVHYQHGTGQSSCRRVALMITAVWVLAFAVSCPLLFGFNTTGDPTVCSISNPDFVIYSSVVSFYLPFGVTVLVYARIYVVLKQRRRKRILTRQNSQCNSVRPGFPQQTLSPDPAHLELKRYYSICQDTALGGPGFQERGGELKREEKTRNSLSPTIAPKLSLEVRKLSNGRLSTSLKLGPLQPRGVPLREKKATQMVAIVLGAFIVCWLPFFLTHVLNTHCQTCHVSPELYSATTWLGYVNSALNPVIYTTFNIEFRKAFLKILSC
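Cells expressing the human receptor were seeded at 1500 cells/well, incubated overnight at 37 degrees C in 5% CO2, then exposed to library compounds with dopamine controls for 90 minutes at 37 degrees C before luminescent detection.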
GLP-1R agonist: agonists of human GLP-1 receptor; P43220; HEK293 GLP-1R CRE-luciferase, luminescence, 4-6 h; cells express a hypersensitive GLP-1R form; Potency, µM (top dose mostly 45.6 µM), for inactives: at the highest dose activation, actives largely listed as activators; 380,000 compounds, 0.007% hits; also: potency is read from the fitted curve at half-maximal effect; % of control where 0% means no effect
FUS suppressor: FUS proteinopathy suppression in yeast; S. cerevisiae FUS-expressing, growth rescue, OD600, 24 h; Potency, µM (titrated, usually from 76.6 µM), for the others: top-dose growth rescue (activation), usual class: activators; 390,000 compounds, 0.24% hits;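 also: potency is read from the fitted curve at half-maximal effect; plate controls were DMSO vehicle for no effect and reference control for full effect; nearly all actives have a fitted effect of over 55% in size; some results filed as inactive show a strong effect at the top dose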
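S. cerevisiae expressing FUS from galactose induction served as the toxicity model. Growth after 24hr at 30C, read as absorbance at 600 nm, indicates suppression of toxicity; compounds dosed at several concentrations.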
aSyn yeast inh: inhibitors of alpha-synuclein toxicity in yeast; 370,000 compounds, 0.14% hits; Yeast expressing alpha-synuclein, growth rescue, BacTiter-Glo, 24 h; AID 652106; Potency, µM (doses to about 46.1 µM), inactives show at the top dose growth rescue (activation), usual class: activators; also: potency is read from the fitted curve at half-maximal effect; % of control where 0% means no effect; nearly all actives have a fitted effect of over 65% in size
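Galactose-induced alpha-syn yeast (OD600=0.02, raffinose-pregrown) + pinned cpd, 24 hr, 30 deg C; growth by BacTiter-Glo luminescence. Growth restoration scores as activation.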
TDP43 rescue: inhibitors of TDP-43 toxicity in yeast; 410,000 compounds, 1.8% hits; TDP-43 expressing yeast growth rescue, BacTiter-Glo, 24 h; Potency, µM (series often up to 46.1 µM), without a hit: at the top dose growth rescue (activation), usual class: activators; also: potency is read from the fitted curve at half-maximal effect; % of control where 0% means no effect; nearly all actives have a fitted effect of over 50% in size
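Galactose-induced TDP-43 yeast, OD600=0.02, compound pinned; 24 hr, 30 deg C; BacTiter-Glo luminescence for growth. Inhibitors of TDP-43 toxicity read as activators.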
pAkt inh: inhibitors of Akt phosphorylation | Neuro2A IGF-stimulated pAkt S473 HTRF, 20 min; hits give low values | activity change, % for hits at 50 µM | 360,000 compounds, 0.32% hits; in the data active = activity change below about -80%; inconclusive = mostly about -51% to -80%; also: % is scaled to controls: 0 for no effect and ±100 for the full control effect
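Single-point screen (50 µM final compound) in Neuro2A cells stimulated 20 min with 6 nM IGF at 37 deg C. After lysis, Ser473-phosphorylated Akt read by HTRF (ex 330 nm, em 615/665 nm) as the 665/615 ratio.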
GLP-1R inv ag: GLP-1 receptor (human) inverse agonism. P43220. HEK293 GLP-1R CRE-luciferase, luminescence, 24 h; GLP-1R form is constitutively active. Potency, µM (titrated, usually from 38.3 µM), for the others: top-dose activity change, negative = inhibition, hits mostly inhibitors. 410,000 compounds, 1.6% hits. AID 624417; also: potency is read from the fitted curve at half-maximal effect; % is scaled to controls: 0 for no effect and ±100 for the full control effect; nearly all actives have a fitted effect of over 55% in size
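Stable HEK293 clone (constitutively active GLP-1R + cAMP-response luciferase); 200 cells/uL plated, 12 h pre-culture, compound 24 hr, 37 deg C/5% CO2; detection reagent 12 min RT; luminescence.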
Active calls of the source: *; i = inactive; ? = inconclusive; nt = not tested or not shown; & = joins results of further samples; [ ] = remark or other dose. Unless noted, calls follow the shape of the dose curve; as a rule, active = well fitted curve in the direction sought with a large enough effect; inconclusive = small, poorly fitted or top-dose-only effect, or another doubt; inactive = no such curve, though single readings can be large; an effect the other way counts as inactive or inconclusive. An excerpt; the hit share may differ from the screen's.

Every second line gives: PTHR1 ag	Abeta rescue	D3 antag	GLP-1R agonist	FUS suppressor	aSyn yeast inh	TDP43 rescue	pAkt inh	GLP-1R inv ag
> COc1ccc(-c2cnc3ncnn3c2N)cc1
  i	-16%	1	0%	9%	-2%	-12%	i	12%
> COc1ccc(NC(=O)COC(=O)C2COc3ccccc3O2)cc1OC (configuration not stated)
  i	7%	-9	-3%	-12%	-10%	10%	i	3%
> Cc1nc(N/N=C/c2cccc([N+](=O)[O-])c2)cc(N2CCCCC2)n1
  -19%	0%	77	1%	-10%	-9%	0%	i	6%
> CCN(C(=O)c1cccn(Cc2cccc(Cl)c2)c1=O)c1ccccc1
  -19%	-2%	nt	1%	10%	5%	?	nt	15%
> CCOC(=O)c1c(NC(=O)CN2C(=O)NC3(CCCC3)C2=O)sc(C)c1CC
  -25%	6%	7	6%	28%	5%	12%	i	?
> O=c1[nH]c2ccccc2n1C1=CCCC1
  i	-2%	-21	18%	-20%	-2%	11%	i	19%
> O=C(CCCOc1ccccc1)Nc1nccs1
  ?	24%	-57*	2%	4%	-2%	?	i	3%
> Cc1cc(Oc2ccc(-c3ccccc3)cc2)n2ncnc2n1
  -93%[inhibitor]	-1%	-7	3%	-2%	13%	18µM*	i	?
> O=C1NN=C2CCCCCCC12 (configuration not stated)
  i	5%	8	11%	-3%	1%	12%	i	16%
> O=C(Oc1ccc2ccc(=O)oc2c1)N1CCOCC1
  -84%[inhibitor]	4%	-5	5%	nt	-6%	2%	i	-12%
> O=C1/C(=C/c2ccc(F)c(F)c2)CSc2sccc21
  -1%	14%	-28	6%	-5%	-2%	10%	i	?
> COc1ccc(OC)c(C(O)c2nc3ccccc3n2C)c1 (configuration not stated)
  i	4%	10	14%	-7%	-6%	10%	i	0%
> CSc1ccccc1OCc1cc(C(=O)N(C)Cc2ccc(C)o2)no1
  -60%[inhibitor]	-10%	-6	14%	32%	4%	?	i	?
> CCCNC(=O)CCSc1nc(-c2ccc3c(c2)OCO3)cc(C(F)(F)F)n1
  i	1%	nt	1%	-25%	-5%	?	nt	10%
> Cc1ccc(NC(=O)CN(C)S(=O)(=O)c2cccc3nsnc23)cc1
  -11%	24%	3	-6%	-6%	1%	24%	i	-24%
> O=C(CN(c1ccc(F)cc1)S(=O)(=O)c1ccc2c(c1)OCCO2)N1CCOCC1
  -15%	1%	24	-2%	6%	1%	4%	i	2%
> COc1ccc(C2NCCc3c2[nH]c2ccccc32)cc1CSc1nc2ccccc2s1 (configuration not stated)
  i	-14%	0	-34%[inhibitor]	nt	-16%	-7%	i	?
> CCN(c1ccccc1)S(=O)(=O)c1ccc(OC)c(NC(=O)COc2ccc(C(C)=O)cc2)c1
  i	3%	5	15%	13%	-1%	-15%	i	2%
> COc1c(/C=N/NC(=O)[C@H]2C[C@@H]2c2ccccc2)c(CCN(C)C(C)=O)cc2c1OCO2
  -28%	-3%	4	9%	15%	2%	-24%	i	32%
> Cc1ccc(NS(=O)(=O)c2ccc3c(c2)N(C)C(=O)CC(=O)N3C)cc1Cl
  -36%[inhibitor]	-14%	nt	nt	36%	nt	5%	nt	4%
> CCOC(=O)C(Cc1ccc(O)c([N+](=O)[O-])c1)N1C(=O)c2ccccc2C1=O (configuration not stated)
  -27%	1%	13	-1%	nt	?	22%	i	6%
> Cc1ccccc1NC(=O)Cn1c(=O)n(-c2ccc(CC(=O)NCC3CCCO3)cc2)c(=O)c2ccccc21 (configuration not stated)
  -3%	-7%	25	0%&-2%	26%&4%	2%	10%&3%	i	14%&7%
> COc1cccc(OC)c1C(=O)Oc1ccc2c(c1)O/C(=C\c1ccncc1)C2=O
  -41%[inhibitor]	-10%	-8	3%	3%	11%	-6%	i	9%
> CCCc1nnc(SCC(=O)N2CCOCC2)n1Cc1ccco1
  i	6%	11	-7%	-4%	2%	-9%	i	0%
> CN(C(=O)Cn1cccc1C1=NC(c2ccccc2)CO1)c1ccccc1 (configuration not stated)
  i	2%	30	14%	nt	2%	0%	i	-5%
> CC(C)COc1ccc(N)cc1OCC(C)C
  i	-20%	9	0%	?	-2%	11µM*	i	?
> CCn1c(C)cc(/C=C2/SC(=O)N(CC(=O)N3CCCC3)C2=O)c1C
  -6%	3%	3	4%	-1%	0%	20%	i	14%
> O=C1N[C@@H](Cc2ccccc2)C(=O)N2CCCC12 (some centres not stated)
  -25%	6%	10	16%	-24%	0%	4%	i	10%
> C=CCn1c(SCC(=O)NCc2ccco2)nc2sc3c(c2c1=O)CCCC3
  -12%	-5%	-6	15%	-13%	-5%	9%	i	6%
> Cc1cc(NC(=O)COC(=O)C2=COCCO2)c([N+](=O)[O-])cc1C
  i	-1%	4	10%	9%	1%	18%	i	9%
> CN(CC1CCCO1)S(=O)(=O)c1ccc(C(=O)Nc2ccc3c(c2)OCO3)cc1 (configuration not stated)
  -1%	-15%	-9	8%	18%	2%	-9%	i	-28%
> CCCOc1ccc(C(=O)Nc2cc(-c3nc4cc(C)cc(C)c4o3)ccc2C)cc1
  -54%	0%	nt	nt	-4%	nt	0%	nt	10%
> CCNC(=O)OCc1cn(-c2ccc(Cl)cc2)nn1
  i	0%	13	3%	8%	2%	6%	i	13%
> CCCCSc1nc(O)c(Cc2ccccc2)c(=O)[nH]1
  i	2%	13	-9%	-1%	-6%	4%	i	-28%
> C#CCOCCOCCOCCNc1nc(N2CCN(C(=O)[C@H](C(C)C)n3cc(CCO)nn3)CC2)nc(N2CCN(C(=O)[C@H]([C@@H](C)CC)n3cc(CCCN=C(N)N)nn3)CC2)n1
  -5%	-14%	10	-2%	4%	1%	24%	i	3%
> COc1ccc(C2/C=C\CN(C(=O)c3ccccc3)[C@H](Cc3ccccc3)C(=O)N2Cc2ccc(F)cc2)cc1 (some centres not stated)
  -17%	0%	22	-5%	?	-3%	14%	i	?
> Cc1ccccc1Cn1nc(C)c(NC(=O)C2(C)CC2(Cl)Cl)c1C (configuration not stated)
  i	12%	9	0%	7%	1%	11%	i	0%
> COC(=O)c1sccc1NC(=O)c1sccc1C
  -42%[inhibitor]	3%	15	7%	2%	2%	22%	i	55%[activator]
> COc1ccc(NC(=O)CSc2nnc(Cn3c(=O)sc4ccccc43)n2C)cc1OC
  -16%	3%	-21	-2%	-13%	-3%	7%	i	-5%
> CCCc1cc(=O)[nH]c(SC(CC)C(=O)Nc2ccccc2C#N)n1 (configuration not stated)
  -6%[57.5 µM]	10%	-2	-3%	30%	1%	17%	i	-1%

A second format for 2 compounds above.
Cc1cc(Oc2ccc(-c3ccccc3)cc2)n2ncnc2n1
  PTHR1 ag: -93%[inhibitor]
  Abeta rescue: -1%
  D3 antag: -7
  GLP-1R agonist: 3%
  FUS suppressor: -2%
  aSyn yeast inh: 13%
  TDP43 rescue: 18µM*
  pAkt inh: i
  GLP-1R inv ag: ?
COc1ccc(C2NCCc3c2[nH]c2ccccc32)cc1CSc1nc2ccccc2s1 (configuration not stated)
  PTHR1 ag: i
  Abeta rescue: -14%
  D3 antag: 0
  GLP-1R agonist: -34%[inhibitor]
  FUS suppressor: nt
  aSyn yeast inh: -16%
  TDP43 rescue: -7%
  pAkt inh: i
  GLP-1R inv ag: ?

The listing continues:
Every second line gives: PTHR1 ag	Abeta rescue	D3 antag	GLP-1R agonist	FUS suppressor	aSyn yeast inh	TDP43 rescue	pAkt inh	GLP-1R inv ag
> COc1ccc(C(=O)CC(=O)C(=O)Nc2ccccc2C(F)(F)F)cc1
  -38%[inhibitor]	-42%[inhibitor]	6	0%	-17%	0%	2%	i	-25%
> COc1ccccc1NC(=O)Cn1c2ccccc2c2nc3n(c(=O)c21)CCS3
  i	18%	-10	9%	0%	-4%	-16%	i	-1%[0.307 µM]
> CC(C)C[C@H]1CNC(=S)N1C[C@H]1CCCN1C[C@H](Cc1ccccc1)N1C[C@H](CC(C)C)N(CCc2ccccc2)C1=S
  i	?	?	-2%	25µM*	-46%[inhibitor]	?	i	?
> Cn1c(=O)n(Cc2ccccc2Cl)c2ccccc21
  -16%	-18%	-14	25%	2%	10%	20%	i	16%
> O=c1[nH]c(=S)[nH]nc1Cc1ccccc1
  i	-5%	?	0%	2%	-1%	-16%	i	1%
> CCn1c(SCC(=O)N(C)CC(=O)Nc2cccc(OC)c2)nnc1-c1ccco1
  -7%	-4%	-1	-3%	6%	-4%	-6%	i	5%
> CC1CC(C)CN(C(=O)COC(=O)c2cncc(Br)c2)C1 (configuration not stated)
  -15%	-1%	-3	10%	-3%	7%[1.84 µM]	9%	i	14%
> O=C(NCCc1ccc(Cl)cc1)c1ccc2nc[nH]c2c1
  i	-6%	-15	10%	6%	9%	24%	i	14%
> O=C(Nc1ccc(S(=O)(=O)N2CCOCC2)cc1)c1ccc([N+](=O)[O-])s1
  i	0%	-28	4%	-2%	1%	-7%	i	40%[activator]
> O=C(NCCN1CCOCC1)c1nn2c(c1Cl)NC(c1ccccc1)CC2C(F)(F)F (configuration not stated)
  i	14%	22	-8%	-5%	3%	-14%	i	-1%
> Cc1ccc(CCC(=O)Nc2ccc(Br)cc2)o1
  -1%	10%	2	0%	-6%	-5%	28%	i	?
> COc1cccc(CNCc2cccc(OC)c2O)c1O
  -7%	6%	4	5%	nt	2%	23%	i	?
> Cc1c2cnn(-c3ccccc3)c(=O)c2c(C)n1C(C)C(=O)NCc1cccc(Br)c1 (configuration not stated)
  i	-17%	nt	nt	?	nt	-4%	nt	?
> C/C(=C(\C#N)C(=O)NCCN1CCOCC1)N(C)C
  i	-2%	24	0%	-20%	-3%	-15%	i	0%
> O=C(CCN1C(=O)C2C3C=CC(C3)C2C1=O)NCCN1CCCc2ccccc21 (configuration not stated)
  -18%	-5%	23	0%	19%	0%	24%	i	-5%
> CCc1ccc(-c2nn(CC(=O)Nc3ccccc3)c3c2cnc2ccc(F)cc23)cc1
  i	-12%	nt	nt	-22%	nt	0%	nt	1%

Source: PubChem BioAssay
